Fam108B inh: counter-screen for RBBP9 inhibitors: inhibitors of mouse Fam108B; AID 1947; hit rate 0.33% among 300,000; recombinant Fam108B, FP-Rh probe fluorescence polarization; inhibition, % at 9.51 µM;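 active means inhibition above the screen mean inhibition plus 3 SD, computed separately per campaign, cut at about 18% in these data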;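 further: inhibitors lower polarization as less probe binds the enzyme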
PAFAH2 FP inh: inhibitors of human PAFAH2 | hit rate 0.99% among 340,000 | AID 492956 | Q99487 | recombinant PAFAH2, FP-rhodamine activity probe, fluorescence polarization | inhibition, % at 3.39 µM;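 active means inhibition above the mean over all tested compounds plus 3 SD, cut at about 30% in these data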;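 further: inhibitors block probe labeling of enzyme so polarization drops; 0% = enzyme with DMSO and 100% = wells lacking PAFAH2 protein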
PAD4 inh: inhibitors of human PAD4; inhibition, % at 6.36 µM; hit rate 0.41% among 330,000; recombinant PAD4, RCA probe fluorescence polarization; Q9UM07;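 active means percent inhibition above a cutoff equal to the mean of all tested compounds plus 3 SD, cut at about 15% in these data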;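 further: 0% = PAD4 with RCA probe and DMSO and 100% = probe without PAD4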
PAFAH1B3 FP inh: inhibitors of human PAFAH1B3; Q15102; recombinant PAFAH1B3, FP-rhodamine probe, fluorescence polarization; inhibition, % at 3.39 µM; hit rate 0.28% among 340,000;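 active means inhibition above the screen-wide average of all tested compounds plus 3 SD, cut at about 25% in these data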;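 further: 0% = enzyme with DMSO only and 100% = wells lacking PAFAH1B3 protein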
Target sequence (Q15102 whole entry, looked up): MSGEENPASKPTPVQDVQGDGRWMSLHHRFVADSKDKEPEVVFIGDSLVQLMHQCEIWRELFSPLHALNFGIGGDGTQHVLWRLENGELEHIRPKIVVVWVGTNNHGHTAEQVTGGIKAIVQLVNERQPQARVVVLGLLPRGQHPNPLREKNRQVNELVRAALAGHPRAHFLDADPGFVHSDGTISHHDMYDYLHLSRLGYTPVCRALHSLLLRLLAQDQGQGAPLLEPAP
PAFAH1B2 inh: inhibitors of human PAFAH1B2; P68402; hit rate 1.2% among 340,000; recombinant PAFAH1B2, FP-rhodamine activity probe, fluorescence polarization; inhibition, % at 3.39 µM;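 active means inhibition above the mean of all tested compounds plus 3 SD, cut at about 24% in these data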;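 further: 0% = enzyme with DMSO and 100% = wells lacking PAFAH1B2; many of its hits are not listed in these tables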
Target sequence (P68402 whole entry, looked up): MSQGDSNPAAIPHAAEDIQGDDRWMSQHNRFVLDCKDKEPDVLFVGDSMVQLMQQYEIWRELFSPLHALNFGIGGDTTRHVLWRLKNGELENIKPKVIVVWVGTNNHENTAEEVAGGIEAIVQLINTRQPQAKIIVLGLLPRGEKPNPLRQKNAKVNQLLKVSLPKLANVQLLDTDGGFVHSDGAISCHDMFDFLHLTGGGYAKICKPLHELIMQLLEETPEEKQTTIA
PME-1 primary: blocks human protein phosphatase methylesterase 1; recombinant PME-1, FP-Rh probe fluorescence polarization; inhibition, % at 5.9 µM; hit rate 0.53% among 320,000;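 active means inhibition above the campaign mean of all compounds plus 3 SD, cut at about 26% in these data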;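 further: competitive labeling of PME-1 active site by serine hydrolase directed probe; 0% = PME-1 with DMSO and 100% = wells lacking PME-1 enzyme; inhibitors block probe labeling so polarization falls and inhibition rises; many of its hits are not listed in these tables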
GSTO1 inh: counter-screen for RBBP9 inhibitors: inhibitors of human GSTO1; recombinant GSTO1, activity-based probe fluorescence polarization; inhibition, % at 5.96 µM; hit rate 1.1% among 300,000;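 active means inhibition above the campaign mean inhibition plus 3 SD, cut at about 35% in these data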;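 further: 0% = GSTO1-1 with DMSO and 100% = wells lacking GSTO1-1 enzyme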
Target sequence (P78417 whole entry, looked up): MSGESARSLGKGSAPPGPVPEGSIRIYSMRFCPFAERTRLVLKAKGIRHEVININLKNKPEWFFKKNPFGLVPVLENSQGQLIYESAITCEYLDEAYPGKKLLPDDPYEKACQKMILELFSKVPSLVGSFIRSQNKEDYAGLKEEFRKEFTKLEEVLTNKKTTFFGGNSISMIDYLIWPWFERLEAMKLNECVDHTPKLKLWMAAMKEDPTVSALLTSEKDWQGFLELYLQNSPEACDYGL
pPAFAH FP inh: inhibitors of human plasma PAF acetylhydrolase (pPAFAH); hit rate 1.5% among 330,000; recombinant pPAFAH, FP-rhodamine probe fluorescence polarization; inhibition, % at 3.39 µM;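 active means inhibition above the mean inhibition across the screen plus 3 SD, cut at about 25% in these data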;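 further: inhibitors block binding of the rhodamine activity-based probe so polarization drops; 0% = enzyme with DMSO and 100% = wells lacking pPAFAH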
LYPLA1 counter: counter-screen for PME1 inhibitors: inhibitors of human LYPLA1; inhibition, % at 5.9 µM; O75608; hit rate 0.16% among 320,000; recombinant LYPLA1, FP-Rh probe fluorescence polarization;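 active means inhibition above the mean of all tested compounds plus 3 SD, set per campaign, cut at about 14% in these data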;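 further: inhibitors block serine hydrolase probe labeling of LYPLA1 so polarization falls; 0% = enzyme with DMSO and 100% = wells lacking LYPLA1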
Target sequence (O75608 whole entry, looked up): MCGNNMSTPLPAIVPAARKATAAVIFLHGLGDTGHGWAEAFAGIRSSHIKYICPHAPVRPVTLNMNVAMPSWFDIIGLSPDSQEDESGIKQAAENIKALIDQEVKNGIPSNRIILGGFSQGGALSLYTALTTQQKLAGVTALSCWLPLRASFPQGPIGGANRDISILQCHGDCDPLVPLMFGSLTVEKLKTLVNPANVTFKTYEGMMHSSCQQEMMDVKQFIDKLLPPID
Starred values were filed as active, the others as inactive; . = no result given. This is a subset (hit frequency here may not be typical).

molecule	PAFAH1B3 FP inh	Fam108B inh	PAD4 inh	pPAFAH FP inh	PAFAH1B2 inh	PAFAH2 FP inh	LYPLA1 counter	GSTO1 inh	PME-1 primary
COc1ccccc1N1CCN(CC(=O)Nc2c(C)n(C)n(-c3ccccc3)c2=O)CC1	8	-2	-4	2	0	3	-5	5	3
CCOc1cc(NS(=O)(=O)c2ccc(OC)cc2)c(OCC)cc1NC(=O)c1ccco1	10	0	6	4	2	-6	1	-12	17
CCOc1ccc(C(=O)OCC(=O)NC2CCCC2)cc1OCC	4	2	-4	14	0	84*	1	1	0
Cc1noc(C)c1CSc1ccccc1C(=O)O	0	0	1	-1	3	5	1	12	-4
COc1ccc(CN(CC2CCC(C(=O)O)CC2)C(=S)Nc2ccccc2C)cc1 (stereo not drawn)	-2	-2	3	-1	-1	-6	-3	7	-4
COc1cccc(/C=N/Nc2ccc([N+](=O)[O-])cn2)c1O	-3	51*	-4	48*	2	5	-3	24	75*
Cc1ccc(C)c2[nH]c(=O)c(CCNC(=O)c3ccc4c(c3)OCO4)cc12	-1	1	0	7	10	5	1	-2	6
COCCNC(=O)C1CC2Cn3c(nc4cc(Cl)c(Cl)cc43)C2N1C (stereo not drawn)	3	2	-3	4	2	1	-3	5	-1
CC(=O)N(CCO)Cc1cc2cc(C)cc(C)c2[nH]c1=O	6	3	3	2	3	0	-1	1	-3
Cc1ccsc1C(=O)N1CCCC(CCC(=O)NCc2ccc(F)c(F)c2)C1 (stereo not drawn)	5	-1	0	1	5	1	0	9	7
COc1ccc(NC(=O)C2CCC(=O)N2)cc1 (stereo not drawn)	9	-2	-1	-7	3	3	-1	-1	-5
Cc1ccc(C)c(C(=O)CCC(=O)Nc2cccnc2)c1	-6	0	-4	7	0	7	1	-1	2
O=C(O)c1cccc(Cn2c(Cl)c(/C=N/NC(=O)c3ccccc3O)sc2=O)c1	11	-1	-3	7	-2	10	3	31	0
CS(=O)(=O)c1ccc2nc(NC(=O)CCNC(=O)c3ccccc3Cl)sc2c1	9	.	4	3	-4	5	5	.	4
O=[N+]([O-])c1ccc(C2OCCO2)cc1CS(=O)(=O)c1ccccc1	2	-2	0	3	3	3	-1	-5	-3
CCOc1ccc(-c2nnc3ccc(SCc4ccc(C(=O)OC)o4)nn23)cc1	-6	7	2	2	5	7	1	6	9
O=S(=O)(Cc1ccc(Cl)cc1)N1CCCCCC1	3	-2	-4	2	6	-3	-6	5	7
CCCN1CCN(CCCNC(=O)CN2C(=O)c3cccnc3Oc3ccc(C)cc32)CC1	1	-3	0	-8	0	-1	3	7	-2
Nc1c(-c2ccccc2Cl)cnn1-c1cccc([N+](=O)[O-])c1	-3	4	-6	3	0	-5	2	-9	-6
COc1ccc(N2CCN(CCCNC(=O)C3CCC(CNc4nc(=S)[nH]c5ccccc45)CC3)CC2)cc1 (stereo not drawn)	3	-1	2	2	0	10	2	5	-2
CC(C)(C)c1ccccc1NC(=O)c1cc(-c2ccncc2)nc2ccccc12	3	.	1	8	5	8	.	.	.
Cc1ccc2c(Cn3ccnc3)cc(=O)oc2c1C	12	3	-2	-4	-1	-2	0	3	-1
CCOC(=O)CN1CC23C=CC(O2)C(C(=O)Nc2ccc(F)c(C)c2)C3C1=O (stereo not drawn)	-7	2	-3	-6	6	5	2	-3	-6
Cc1ccc(CN2C(=O)CCC2C(=O)NCC2CCCO2)cc1 (stereo not drawn)	1	-2	-1	1	2	5	1	-1	2
O=C(Nc1ccc(O)cc1)/C(=C/c1ccco1)NC(=O)c1ccccc1	8	-2	5	1	6	5	0	-1	3
COc1ccc(C2=Nn3c(nnc3-c3ccccc3OC)SC2)cc1OCC1CC1	16	.	-4	8	13	17	.	.	.
N#C/C(=C\c1ccccc1OCc1ccc(C(=O)O)cc1)C(=O)Nc1ccc(O)cc1	8	-4	3	2	6	-1	-1	-13	7
COc1ccc(CCNS(=O)(=O)CCNC(=O)c2ccc(OC)cc2)cc1	-1	-5	0	4	6	3	3	-1	-4
CC(C)OC(=O)CSc1nnc(COc2ccc([N+](=O)[O-])cc2)n1C	2	0	-6	-2	0	4	0	-2	0
CC(C)(C)n1nc2c(c1NC(=O)Cc1ccc([N+](=O)[O-])cc1)CS(=O)(=O)C2	5	-1	2	5	-4	-3	0	-2	-2
O=C(CCn1c(=O)[nH]c2ccsc2c1=O)N1CC(=O)N(CCc2ccccc2)C(=O)C1	14	3	-1	-2	10	8	2	7	7
O=C(CCSc1ccccc1)NNC(=O)c1ccccc1F	10	4	-1	7	13	0	2	-6	-6
CNS(=O)(=O)c1cccc(C(=O)OCC(=O)N2c3ccccc3NC(=O)C2(C)C)c1	-6	.	1	0	0	2	-3	.	0
Cc1ccc(-c2nnn(Cc3nc(N)nc(N4CCOCC4)n3)n2)cc1	5	0	3	5	-2	2	2	8	4
Cc1ccc(N(CC(=O)NCc2ccc(F)cc2)S(=O)(=O)c2cccs2)cc1	13	2	7	8	3	8	2	10	2
CCOC(=O)c1sc2ncn(/N=C/c3ccc(O)c(OC)c3)c(=O)c2c1C	12	6	4	-2	2	2	0	4	1
CC(C)OC(=O)c1ccc(COC(=O)c2cccc(-c3nnc(-c4ccccc4)o3)c2)cc1	4	-4	-11	-6	-5	-3	-7	-2	-10
Cc1ccc(S(=O)(=O)N2CCN(C(=O)CSc3ccc(Cl)cc3)CC2)cc1	6	-1	6	6	16	-1	2	-7	-2
CN(CCC(=O)Nc1cc(S(=O)(=O)N(C)C)ccc1Cl)CC(=O)Nc1ccc(F)cc1	-2	1	-1	0	1	-17	4	8	4
Cc1cc(C)c(NC(=O)COC(=O)C2=COCCO2)c(Cl)c1	0	-7	-7	7	6	20	-1	-12	-3

An excerpt of these results, with two lines to a compound:
Results follow in this order: PAFAH1B3 FP inh, Fam108B inh, PAD4 inh, pPAFAH FP inh, PAFAH1B2 inh, PAFAH2 FP inh, LYPLA1 counter, GSTO1 inh, PME-1 primary
> CCOC(=O)CN1CC23C=CC(O2)C(C(=O)Nc2ccc(F)c(C)c2)C3C1=O (stereo not drawn)
 : -7, 2, -3, -6, 6, 5, 2, -3, -6
> Cc1ccc(CN2C(=O)CCC2C(=O)NCC2CCCO2)cc1 (stereo not drawn)
 : 1, -2, -1, 1, 2, 5, 1, -1, 2
> O=C(Nc1ccc(O)cc1)/C(=C/c1ccco1)NC(=O)c1ccccc1
 : 8, -2, 5, 1, 6, 5, 0, -1, 3
> COc1ccc(C2=Nn3c(nnc3-c3ccccc3OC)SC2)cc1OCC1CC1
 : 16, ., -4, 8, 13, 17, ., ., .
> N#C/C(=C\c1ccccc1OCc1ccc(C(=O)O)cc1)C(=O)Nc1ccc(O)cc1
 : 8, -4, 3, 2, 6, -1, -1, -13, 7
> COc1ccc(CCNS(=O)(=O)CCNC(=O)c2ccc(OC)cc2)cc1
 : -1, -5, 0, 4, 6, 3, 3, -1, -4
> CC(C)OC(=O)CSc1nnc(COc2ccc([N+](=O)[O-])cc2)n1C
 : 2, 0, -6, -2, 0, 4, 0, -2, 0
> CC(C)(C)n1nc2c(c1NC(=O)Cc1ccc([N+](=O)[O-])cc1)CS(=O)(=O)C2
 : 5, -1, 2, 5, -4, -3, 0, -2, -2
> O=C(CCn1c(=O)[nH]c2ccsc2c1=O)N1CC(=O)N(CCc2ccccc2)C(=O)C1
 : 14, 3, -1, -2, 10, 8, 2, 7, 7
> O=C(CCSc1ccccc1)NNC(=O)c1ccccc1F
 : 10, 4, -1, 7, 13, 0, 2, -6, -6
> CNS(=O)(=O)c1cccc(C(=O)OCC(=O)N2c3ccccc3NC(=O)C2(C)C)c1
 : -6, ., 1, 0, 0, 2, -3, ., 0
> Cc1ccc(-c2nnn(Cc3nc(N)nc(N4CCOCC4)n3)n2)cc1
 : 5, 0, 3, 5, -2, 2, 2, 8, 4
> Cc1ccc(N(CC(=O)NCc2ccc(F)cc2)S(=O)(=O)c2cccs2)cc1
 : 13, 2, 7, 8, 3, 8, 2, 10, 2
> CCOC(=O)c1sc2ncn(/N=C/c3ccc(O)c(OC)c3)c(=O)c2c1C
 : 12, 6, 4, -2, 2, 2, 0, 4, 1
> CC(C)OC(=O)c1ccc(COC(=O)c2cccc(-c3nnc(-c4ccccc4)o3)c2)cc1
 : 4, -4, -11, -6, -5, -3, -7, -2, -10

(next part)
molecule	PAFAH1B3 FP inh	Fam108B inh	PAD4 inh	pPAFAH FP inh	PAFAH1B2 inh	PAFAH2 FP inh	LYPLA1 counter	GSTO1 inh	PME-1 primary
Cc1ccc(S(=O)(=O)N2CCOCC2)cc1C(=O)OCC(=O)NC1CCCC(C)C1C (stereo not drawn)	-7	.	-6	9	6	26	0	.	7
Fc1ccc2cc(-c3ccsc3)ncc2c1	-3	.	-3	-1	2	-2	.	.	.
CCCN(CC(=O)NC(=O)NC1CCCCC1)CC(=O)Nc1cc(Cl)ccc1Cl	9	.	-4	2	-4	1	-3	.	2
O=C(CN1CCCC1)N1CCCC(c2ccc(F)cc2)c2ccc(F)cc21 (stereo not drawn)	4	-2	-2	4	-3	-3	-1	4	4
O=C(CN1C(=O)c2ccccc2S1(=O)=O)NCc1ccc2c(c1)OCO2	-2	2	1	7	7	-4	4	5	22
Cc1cc(OCC(=O)N(Cc2ccccc2)C2CCS(=O)(=O)C2)ccc1Cl (stereo not drawn)	7	4	-3	8	9	4	-1	-2	1
COc1ccccc1NC(=O)CN1CCN(C(=O)C2CCCO2)CC1 (stereo not drawn)	10	-1	-5	1	-1	-1	1	7	2
O=S(=O)(/N=C(/NNS(=O)(=O)c1ccccc1)c1ccccc1)c1ccccc1	3	-5	-7	-12	22	1	1	3	-1
O=C1CSC(c2ccccc2Cl)N1 (stereo not drawn)	3	4	-3	-1	5	-1	1	-2	-3
CC(=O)N1CCN(C(=O)COC(=O)c2oc3ccccc3c2C)CC1	4	.	1	2	2	5	2	.	3
CCCCN(C)CCCNC(=O)c1ccc(N2CCCC2=O)cc1	4	5	-6	1	2	-6	-2	6	-1
CC1CCCCC1NC(=O)/C(C#N)=C/C=C/c1ccccc1[N+](=O)[O-] (stereo not drawn)	13	12	3	13	13	15	-3	29	2
Cc1ccc(NC(=O)C2COc3ccccc3O2)cc1S(=O)(=O)N1CCCCC1 (stereo not drawn)	-2	.	-4	3	9	10	-9	.	-5
Cc1cccc(CC2S/C(=N/c3ccccn3)NC2=O)c1 (stereo not drawn)	1	0	-1	10	1	3	-4	0	-3
O=C(N/N=C/c1cccnc1)c1ccccc1OCc1ccc(Br)cc1	5	-1	-3	4	5	0	-1	-15	-2
COC(=O)c1ccc(N2CCN(C(C)=O)CC2)c(NC(=O)COc2ccccc2C)c1	5	-2	0	0	1	0	3	7	6
Cc1ccc(NC(=O)CSc2nnc(-c3ccccc3C)o2)cc1C	-3	-5	3	-1	0	-3	2	4	-6
O=c1oc2ccccc2cc1N1CCOCC1	9	-3	-5	-1	3	-10	2	-7	0
C/C(CC(=O)Nc1ccc(C)c(Cl)c1)=N\NC(=O)c1ccco1	7	7	-2	4	7	8	3	2	2
